# CCR6 antagonist – CCR6 receptor antagonists, primary screen, cell-based, CHO-K1, luminescence, beta-arrestin, uHTS | C-C chemokine receptor type 6 (Homo sapiens), P51684 | CHO-K1 CCR6 PathHunter beta-arrestin, CCL20-stimulated | inhibition, % at 20 µM | hit rate 0.49% among 340,000 | AID 493098, 2011;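 active means compounds whose inhibition of the agonist-driven luminescence signal at 20 µM reaches about 50%, limit read from the data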;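 further: cells stimulated with CCL20 at 14 nM final; plate controls were DMSO with CCL20 for no effect and DMSO without agonist for full effect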
# Target sequence (P51684 whole entry, looked up): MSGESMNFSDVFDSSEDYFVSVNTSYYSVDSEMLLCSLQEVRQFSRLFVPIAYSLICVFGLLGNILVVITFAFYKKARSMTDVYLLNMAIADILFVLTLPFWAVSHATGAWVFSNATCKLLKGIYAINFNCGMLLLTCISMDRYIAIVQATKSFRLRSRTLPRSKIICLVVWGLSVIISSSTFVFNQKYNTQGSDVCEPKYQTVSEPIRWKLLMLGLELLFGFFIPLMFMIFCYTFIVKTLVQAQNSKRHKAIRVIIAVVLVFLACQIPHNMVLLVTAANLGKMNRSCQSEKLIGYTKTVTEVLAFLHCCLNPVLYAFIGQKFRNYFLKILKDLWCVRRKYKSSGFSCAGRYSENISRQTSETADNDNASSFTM
# EBI2 block – EBI2 receptor antagonists, beta-arrestin recruitment, primary screen, cell-based, luminescence, 7a,25-OHC stimulation, uHTS | inhibition, % at 5 µM | AID 651636, 2012 | G-protein coupled receptor 183 (Homo sapiens), P32249 | hit rate 0.81% among 360,000 | 7a,25-OHC stimulated; in the data active means inhibition above about 38%;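 further: enzyme fragment complementation signal reports receptor beta-arrestin coupling in cells; 0% = agonist plus DMSO wells and 100% = wells without agonist; some results beyond the cut were filed as inactive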
# Target sequence (P32249 whole entry, looked up, the tested form may be a part): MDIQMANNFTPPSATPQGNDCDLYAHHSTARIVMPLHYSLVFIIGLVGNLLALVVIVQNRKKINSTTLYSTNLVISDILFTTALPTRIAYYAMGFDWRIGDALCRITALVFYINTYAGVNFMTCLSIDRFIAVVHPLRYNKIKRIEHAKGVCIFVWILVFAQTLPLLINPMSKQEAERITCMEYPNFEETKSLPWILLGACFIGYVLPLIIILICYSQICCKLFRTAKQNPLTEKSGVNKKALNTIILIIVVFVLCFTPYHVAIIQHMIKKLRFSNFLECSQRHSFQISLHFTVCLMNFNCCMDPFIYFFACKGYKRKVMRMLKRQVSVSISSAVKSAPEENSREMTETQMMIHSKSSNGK
# Jurkat NFkB inh – inhibitors of induced NF-kB luciferase reporter, primary screen, TCR NF-kB activation inhibitor project, cell-based, luminescence, uHTS; Jurkat, PMA/ionomycin-induced NF-kB luciferase reporter; inhibition, % at 4 µM; hit rate 0.53% among 330,000; AID 435003, 2010; in the data active means inhibition above about 50%
# CXCR6 block – CXCR6 receptor inhibitors, primary screen, cell-based, beta-arrestin, luminescence, CHO-K1 PathHunter, 1536-well; C-X-C chemokine receptor type 6 (Homo sapiens), O00574; inhibition, % at 20 µM; hit rate 0.36% among 360,000; AID 602244, 2012; in the data active means inhibition above about 34%, passing the limit was not always enough;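 further: antagonist mode with CXCL16 agonist at 10 nM final; 0% = 10 nM CXCL16 with DMSO and 100% = unstimulated wells without agonist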
# APJ antagonist – antagonists of human apelin receptor APJ, primary screen, CHO-K1 cells, beta-arrestin complementation, luminescence | P35414 | inhibition, % at 20 µM | hit rate 0.32% among 330,000;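 active means inhibition above about 40% at 20 µM, limit read from the data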;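 further: cells challenged with 10 nM apelin-13 agonist together with compound; plate controls were apelin-13 plus DMSO wells for no effect and DMSO wells lacking apelin-13 for full effect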
# Gli-Sufu block – Gli-Sufu pathway antagonists, primary screen, luciferase luminescence, Sufu-KO-LIGHT cells, uHTS; Sufu-KO-LIGHT fibroblasts, Gli luciferase reporter luminescence; hit rate 0.74% among 340,000; inhibition, % at 5 µM;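 active means inhibition above about 55%, limit read from the data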;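 further: 0% = DMSO-treated cells and 100% = wells with medium but no cells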
# UBC13 inh – UBC13 polyubiquitin chain formation inhibitors, primary screen, biochemical, TR-FRET, uHTS. inhibition, % at 20 µM. hit rate 0.47% among 330,000. AID 485273, 2010; in the data active means inhibition above about 45%, passing the limit was not always enough
# Target sequence (P61088 whole entry, looked up): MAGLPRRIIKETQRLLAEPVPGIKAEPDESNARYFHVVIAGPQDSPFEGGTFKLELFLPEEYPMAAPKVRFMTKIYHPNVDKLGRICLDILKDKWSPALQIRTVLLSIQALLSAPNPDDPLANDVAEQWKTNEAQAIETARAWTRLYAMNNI
# 697 NFkB inh – inhibitors of PMA/ionomycin-induced NF-kB reporter, 697 cells, primary screen, B-cell NF-kB inhibitor project, cell-based, luminescence, uHTS; 697 B-cell NF-kB luciferase reporter, 16 h; inhibition, % at 4 µM; hit rate 0.33% among 330,000; AID 435022, 2010; in the data active means inhibition above about 35%
# * hit, by the source's call; . = no result given. An excerpt; the hit share may differ from the screen's.
SMILES,CCR6 antagonist,EBI2 block,Jurkat NFkB inh,CXCR6 block,APJ antagonist,Gli-Sufu block,UBC13 inh,697 NFkB inh
O=C1NC(=O)N(C2CCCCC2)C(=O)C1C1c2ccccc2C(=O)N1Cc1ccccc1 (configuration not stated),16,-6,2,4,17,-3,-7,8
O=C(O)c1ccccc1NC(=O)C1C2CCC(O2)C1C(=O)O (configuration not stated),.,.,-12,.,23,.,-6,1
N#CCP(=S)(c1ccccc1)c1ccccc1,2,5,-6,1,-5,21,0,11
O=c1[nH]c(=O)n(-c2ccccc2)c(O)c1N=Nc1ccc(Br)cc1,27,18,-1,8,7,3,-8,16
COc1ccc(CCNCc2ccc(F)cc2)cc1OC,2,1,-13,-11,2,-3,6,1
CN1CCN(C(=O)COc2ccc(S(=O)(=O)Nc3ccc(F)cc3)cc2)CC1,9,3,-8,-10,10,4,-4,-11
CCCCn1c(O)c(C(C)=NCCCn2ccnc2)c(=O)[nH]c1=O,0,3,-9,-5,0,7,-5,10
COC(=O)C1=C(c2ccc(S(C)(=O)=O)cc2)C[C@@H]2CC[C@H]1N2C(=O)N1CCC(O)CC1,4,-3,-1,-10,-1,-3,-4,4
CC(=NCCC1=CCCCC1)c1c(O)[nH]c(=O)[nH]c1=O,-13,-4,-9,-6,0,14,1,0
O=C1NC(=O)C2(CCCC2)C(=O)N1,-2,3,.,-9,.,4,.,.
CC1CN=C(NCc2ccccc2Cl)S1 (configuration not stated),5,2,-3,-6,-5,-1,-9,-5
Cc1ccc(OCCOc2cccc(C=C3C(=O)NC(=O)NC3=O)c2)cc1,1,-6,-5,3,3,-96,-2,-58
Cc1cccn2c(=O)c3c(nc12)N1CCc2ccccc2C1C1(C3)C(=O)NC(=O)N(C)C1=O (configuration not stated),12,-14,3,-8,10,10,17,31
CC(C)COc1ccc(Cc2c(O)[nH]c(=S)[nH]c2=O)cc1,7,-11,3,1,-2,-12,-14,-12
COc1ccc(/C=C2/C(=O)NC(=O)N(Cc3ccco3)C2=O)cc1,.,.,-6,.,14,.,-8,20
CC(C)CN(CC(C)C)c1ccc(C=C2C(=O)NC(=S)NC2=O)cc1[N+](=O)[O-],22,-11,1,17,6,10,-26,17
CCOC(=O)C(NC(=O)C(Cc1ccc(N(CCCl)CCCl)cc1)NC(C)=O)C(C)C (configuration not stated),4,-8,-10,2,2,-1,-16,-1
O=C(Cc1ccccc1)N1CCN(C2CCCC2)CC1,-4,1,7,1,7,3,6,10
COc1ccc(CCNCc2ccc(SC)cc2)cc1,1,.,-6,.,-3,43,1,4
O=c1[nH]c(=S)n(Cc2ccco2)c(O)c1C=NCc1cccs1,15,4,-13,10,1,0,-15,-45
Oc1ccc(Cl)cc1,6,6,4,-4,-1,41,3,-5
Cc1cc(C(=O)Nc2ccccc2)nn1C(C)(C)C,9,4,-67,6,18,-61,3,-35
O=C(Cc1ccccc1)OCn1nnc2ccccc2c1=O,6,-11,6,-3,-3,0,2,11
Cc1ccc(NP(=O)(Oc2ccccc2)Oc2ccccc2)cc1,1,0,.,10,.,-6,.,.
COC(=O)C1=C(c2ccc(F)cc2OCc2ccccc2)C[C@@H]2CC[C@H]1N2C(=O)NCc1ccc([N+](=O)[O-])cc1,18,34,-6,-1,8,13,4,9
CS(=O)(=O)c1ccc(C(=O)N2CCC(C(=O)O)(c3ccccc3)CC2)cc1,9,-1,-8,5,-2,3,1,4
CN(C)P(=O)(N(C)C)N1CC1,3,-7,.,4,.,5,.,.
COc1cccc(-n2c(C)nc3ccccc3c2=O)c1,1,5,18,-4,-6,-21,5,8
O=c1c2ccccc2nc(/C=C/c2ccccc2)n1-c1ccc(O)cc1,14,2,3,9,9,-20,6,21
CCC(=O)Nc1ccc(N2CCN(CC)CC2)c(Cl)c1,7,-3,-32,-11,8,17,-3,-3
O=C(C1CC(c2ccccc2O)=NO1)N1CCC2(CC1)OCCO2 (configuration not stated),18,1,-64,-1,8,-39,-13,-73
O=c1[nH]c(=O)n(C2CCCCCC2)c(O)c1C=NCC1CCCO1 (configuration not stated),45,-3,-8,-2,0,.,0,-18
O=P(Oc1ccc(Cl)cc1)(N1CC1)N1CC1,3,2,.,-10,.,0,.,.
NP(=O)(OCC(F)(F)F)Oc1cccc2ccccc12 (configuration not stated),11,-11,24,-11,1,-11,7,1
CC(=O)N1CCN(CC(=O)Nc2ccc(C#N)c(Cl)c2)CC1,16,-7,-9,-7,-19,-1,-20,-10
CCCCCCn1c(=O)c(C(=O)Nc2cccc(C)n2)c(O)c2ccccc21,4,-2,1,-1,-12,7,-4,1
CN1C(=O)C(=Cc2ccccc2OCCOc2ccc([N+](=O)[O-])cc2)C(=O)N(C)C1=O,10,-2,13,13,14,-7,-2,3
CCOC(=O)C1=C(N)Oc2cc(C)oc(=O)c2C12C(=O)N1c3c(cccc32)C(C)CC1(C)C (configuration not stated),2,-6,-13,-5,18,2,1,8
O=C1NC(=O)C(Sc2ccccc2[N+](=O)[O-])C(=O)N1,5,10,8,10,10,15,-28,21
CCOP(=O)(OCC)C(O)c1ccc(OC)cc1OC (configuration not stated),6,-17,14,14,9,-1,4,-2
COC(=O)CSC1=NP(=S)(SCC(=O)OC)N2CCCC2=C1C#N (configuration not stated),-8,-18,9,3,5,6,4,9
Cc1ccc(N)c(N)c1,-3,5,-24,-3,-5,7,-5,-17
CC[N+]12CCC(CC1)C(C(O)(c1ccccc1)c1ccccc1)C2 (configuration not stated),0,-3,-12,6,-23,10,-10,1
Cc1ccc(C(=O)O)cc1N=Nc1c(O)[nH]c(=O)[nH]c1=O,-11,6,-6,2,9,-20,-12,9
BrCC1C[n+]2c(SCc3ccccc3)nc3sc4c(c3c2O1)CCCC4 (configuration not stated),-4,-3,-10,1,5,1,3,-20
CC(=Nc1ccc2c(c1)CCC2)c1c(O)n(-c2ccccc2)c(=O)[nH]c1=O,0,-5,-24,2,4,-7,-10,-7
O=C1NC(=O)C(=Cc2ccc(N3CCN(C(=O)c4ccccc4)CC3)c([N+](=O)[O-])c2)C(=O)N1,14,-2,7,3,15,-8,-9,6
CCCC(C)C1(CC)C(=O)NC(=Nc2ccccc2OC)NC1=O (configuration not stated),-18,1,-5,3,-19,1,3,16
CN1CC(C(=O)c2ccc(F)cc2)C(c2ccc(F)cc2)C1 (configuration not stated),22,-1,0,19,-8,4,8,-12
CN(C(=O)Oc1ccc(C(=O)c2ccc(Cl)cc2)cc1)c1ccccc1,-8,79*,3,-2,4,49,12,24
CC(=O)/C=C/c1ccccc1,4,-4,-8,10,3,-1,-1,-1
O=C(CCC(=O)N1CCC2(CC1)OCCO2)Nc1nnc(C2CCCCC2)s1,3,3,-18,12,15,9,-4,-6
CCN1C(=O)NC(=O)/C(=C\c2cn(CC(=O)N3CCCCC3C)c3ccccc23)C1=O (configuration not stated),5,2,8,-8,-12,16,-21,8
O=C(Cn1ncc2c3ccccc3n(Cc3ccccc3F)c2c1=O)N1CCC2(CC1)OCCO2,8,-5,9,6,-4,4,5,-12
O=C1C2CCCN2C(c2cccs2)N1c1ccccn1 (configuration not stated),17,3,-2,-2,-2,0,-4,11
CCCCC1C(=O)NC(=S)NC1=O,.,.,4,.,4,.,4,-18
CCC(=NCc1ccco1)c1c(O)n(C2CCCCC2)c(=O)[nH]c1=O,24,-19,-8,-8,10,12,7,-21
Cc1ccc(/C=C2\C(=O)NC(=O)N(CCc3ccc(F)cc3)C2=O)o1,7,32,1,-17,-3,-4,-3,8
CC1=CC(=O)C2=C(C)CC(O)C3C(C)C(=O)OC3C12 (configuration not stated),10,-5,14,8,19,11,5,16
O=P(O)(O)COc1ccccc1O,9,-11,-9,-3,8,-1,-2,-1

# The list continues:
SMILES,CCR6 antagonist,EBI2 block,Jurkat NFkB inh,CXCR6 block,APJ antagonist,Gli-Sufu block,UBC13 inh,697 NFkB inh
c1cc2c(cc1NC1=NCCO1)CCCC2,10,-19,.,-8,.,-12,.,.
COc1ccc(-n2c(O)c(C=NCCCn3ccnc3)c(=O)[nH]c2=O)cc1,-3,-6,3,1,8,-9,3,-5
Cc1nn(CCC#N)c2c1P(=S)(N1CCCC1)OC(c1ccc(F)cc1)=N2 (configuration not stated),7,3,16,-6,10,7,1,10
COC(=O)C1=C(c2ccc(F)cc2OCc2ccccc2)C[C@@H]2CC[C@H]1N2C(=O)NCc1ccccc1Br,17,26,1,18,9,11,0,20
COc1cc2c(cc1OC)C(C(=O)N(C)C1CCCCC1)C1CCCCN1C2=O (configuration not stated),6,-12,-6,-3,4,-1,-11,14
CCN1C(=O)NC(=O)/C(=C\c2cn(CC(=O)N3CCCCC3)c3ccccc23)C1=O,12,-8,16,-1,9,23,-20,7
Cc1cccc(NC(=O)CSc2nnc([C@@H](N)Cc3c[nH]c4ccccc34)o2)c1C,-9,-6,-3,-8,-5,7,8,22
C=CC[N+]1(C)CC[C@]23c4c5ccc(O)c4O[C@H]2C(=O)CC[C@@]3(O)[C@H]1C5 (some centres not stated),8,-3,15,0,6,-10,16,-7
CC(c1ccccc1)n1cncc1C(=O)N1CCCC1=O (configuration not stated),-1,-2,4,4,1,1,0,8
Cc1ccccc1N1CCN(C2CCCN(C(=O)COc3ccccc3)C2)CC1 (configuration not stated),2,10,-9,3,14,28,-6,-32
O=c1c2ccccc2nc(/C=C\c2ccccc2[N+](=O)[O-])n1-c1ccccc1O,10,7,12,4,5,2,-6,11
CC(C)CNC(=O)c1c(N)n(Cc2ccc3c(c2)OCO3)c2nc3ccccc3nc12,-10,32,-8,-8,14,7,16,-9
O=C(N/N=C/c1c(O)n(-c2ccccc2)c(=S)[nH]c1=O)c1ccccc1,12,4,-4,9,1,-3,-10,-10
COc1ccc(CN2CCCC(C(=O)c3ccc(Cl)cc3)C2)c(O)c1 (configuration not stated),22,4,-14,-5,-10,15,6,-7
C[C@@H]1CCC2[C@@H](C)C(=O)O[C@@H]3OC4(C)CCC1[C@@]23OO4 (some centres not stated),-15,.,1,.,-38,8,-7,-29
O=C(COc1ccccc1)N1CCN(CCN2C(=O)c3cccc4cccc(c34)C2=O)CC1,8,50*,4,1,-17,30,3,15
CC(=O)OC1N=C(c2ccccc2Cl)c2cc(Br)ccc2NC1=O (configuration not stated),-6,-12,-5,4,14,1,-1,-3
CCCCn1c(O)c(/C(C)=N/NC(=O)Nc2ccccc2)c(=O)[nH]c1=O,0,-5,1,-6,-7,0,4,5
O=C(CCNS(=O)(=O)c1ccccc1)Nc1ccc(Cl)cc1C(=O)c1ccccc1,4,-1,-6,5,5,-4,-4,-28
O=c1cccc2n1CC1CC2CN(Cc2ccc3c(c2)OCO3)C1 (configuration not stated),4,2,-6,-10,-4,-21,10,19
O=C1CC(N2CC=C(c3ccccc3)CC2)C(=O)N1c1ccc(F)cc1 (configuration not stated),-2,0,-3,2,14,-7,-4,-1
